Source: PubChem (Broad Institute)
FN deposit inh: fibronectin deposition inhibition. AH1F fibroblasts, Alexa488-fibronectin deposition fluorescence, overnight. inhibition, % at 12.6 µM. AID 743247. 350,000 compounds, 0.086% hits;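 active = mean inhibition across replicates of 30% or more, regardless of how many single replicates reach that level; inconclusive = mean under 30% yet at least half of replicates reach 30%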;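 note: positive control wells lacked labelled fibronectin entirely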
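Material: AH1F fibroblast monolayer depositing Alexa488-labelled fibronectin into matrix / Amount: 10000 AH1F cells per well / Signal: fluorescence 485/525 nm / Medium: DMEM, 2% serum / Compound: single dose, pinned / Incubation: 1 h cell adhesion before compound, then overnight fibronectin incubation / Reagent: Alexa488-FN, 24 nM final / Read-out: inhibition of fibronectin deposition signal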
LGR2 antag: blocks bursicon-induced cAMP signaling via Drosophila LGR2; HEK293 LGR2, CRE-luciferase, bursicon-stimulated, 4 h; inhibition, % at 9.99 µM; 380,000 compounds, 0.35% hits;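 active = drop in luminescence signal, shown as inhibition above about 50% in the replicate tests, limit read from the data, passing the limit was not always enough; inconclusive = probably only some replicates passing the limit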;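 note: agonist challenge used bursicon conditioned medium at about half maximal strength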
Statin myotox sup: suppressors of simvastatin-induced myotoxicity in C2C12 myotubes. ATP luminescence, 48 h; scaled: DMSO 0, geranylgeraniol control 100. rescue of ATP level, % at 7.49 µM. 330,000 compounds, 0.78% hits. AID 602340;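 active = mean ATP rescue above about 67%, or every replicate alone reaching that limit, limit read from the data, passing the limit was not always enough; inconclusive = no clear call, values can overlap the other calls; inactive = mean under the limit and some replicate under it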;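 note: myotubes were challenged with 10 µM simvastatin during compound exposure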
SIRT5 inh: blocks human SIRT5 desuccinylation of peptide; 330,000 compounds, 1.1% hits; Purified SirT5, succinyl-peptide AMC, trypsin-coupled fluorescence; AID 652115; inhibition, % at 15 µM; Q9NXA8; in the data active = inhibition above about 15%; inconclusive = no clear call, values can overlap the other calls
Target sequence (Q9NXA8 whole entry, looked up): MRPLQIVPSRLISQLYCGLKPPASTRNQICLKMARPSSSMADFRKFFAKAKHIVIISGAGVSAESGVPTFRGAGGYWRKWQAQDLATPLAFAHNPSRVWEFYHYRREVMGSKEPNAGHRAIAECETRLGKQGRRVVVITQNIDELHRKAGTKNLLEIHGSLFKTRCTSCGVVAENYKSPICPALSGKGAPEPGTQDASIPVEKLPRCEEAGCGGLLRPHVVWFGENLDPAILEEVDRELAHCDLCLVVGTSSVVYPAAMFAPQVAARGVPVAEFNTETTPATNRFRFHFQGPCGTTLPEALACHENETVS
S100A4 MyoIIA: S100A4-myosin IIA interaction inhibition. inhibition, % at 10.7 µM. 360,000 compounds, 0.14% hits. S100A4/TAMRA-MyoIIA peptide fluorescence polarization. P26447;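 active = mean inhibition of at least 70% across replicates, with every replicate also reaching that level; inconclusive = mean inhibition reaches 70% but some replicates fall short; inactive = mean inhibition below 70%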
Target sequence (P26447 whole entry, looked up): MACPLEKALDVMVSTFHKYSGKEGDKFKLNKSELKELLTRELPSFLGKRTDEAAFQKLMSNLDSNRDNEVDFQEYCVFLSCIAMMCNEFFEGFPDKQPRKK
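assay system = human S100A4 monomer with TAMRA-labelled myosin IIA peptide | also added = labelled myosin peptide probe, 5 nM | incubation = 5 min between mix addition and reading | control set = DMSO and TFP controls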
CASP6 VEID inh: inhibitors of human caspase-6. inhibition, % at 12.5 µM. 350,000 compounds, 0.53% hits. P55212. purified caspase-6, Z-VEID-R110 cleavage fluorescence;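 active = mean inhibition across replicates at least about 35%, with every replicate also reaching that limit, limit read from the data; inconclusive = only one of the two criteria met; inactive = neither criterion met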;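 note: 0% = median of neutral control wells and 100% = no fluorescence left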
Target sequence (P55212 24-179 limits assumed): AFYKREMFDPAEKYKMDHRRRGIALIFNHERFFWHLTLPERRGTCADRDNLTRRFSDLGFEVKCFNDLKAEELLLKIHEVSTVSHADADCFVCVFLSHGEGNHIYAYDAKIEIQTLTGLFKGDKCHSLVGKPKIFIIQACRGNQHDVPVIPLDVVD
Target sequence (P55212 194-293 limits assumed): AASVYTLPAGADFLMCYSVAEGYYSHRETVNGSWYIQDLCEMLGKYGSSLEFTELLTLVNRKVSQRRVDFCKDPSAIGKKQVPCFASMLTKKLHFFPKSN
esBAF inh: SWI/SNF esBAF complex inhibition; 350,000 compounds, 2% hits; reporter increase, % at 12.5 µM; mouse ES cells, Bmi1-luciferase knock-in reporter, 24 h; 100% = twice the neutral-well signal; in the data active = activation above about 40%; inconclusive = no clear call, values can overlap the other calls;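 note: 0% = median of the plate's neutral control wells and 100% = double that signal; a rise in the Bmi1 reporter signal indicates esBAF inhibition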
An asterisk follows results filed as active; ? = inconclusive; / = not tested or not shown; & = joins results of further samples. Some of the compounds tested. The share of hits here may be higher or lower than overall.

SMILES	FN deposit inh	LGR2 antag	Statin myotox sup	SIRT5 inh	S100A4 MyoIIA	CASP6 VEID inh	esBAF inh
CC1CCC(NC(=O)CSc2nncs2)CC1 (stereo not given)	1	-11	-5	-10	3	1	-2
C[C@H]1CN([C@@H](C)CO)C(=O)c2cccc(NC(=O)Nc3ccc4c(c3)OCO4)c2O[C@H]1CN(C)Cc1ccc(C(=O)O)cc1	1	-8	/	4	-16	-1	0
C[C@@H]1CN([C@H](C)CO)C(=O)c2cc(NC(=O)C3CCCCC3)ccc2O[C@@H]1CN(C)CC1CC1	/	-2	9	-8	3	/	1
C[C@H](NC(=O)CCCn1nnc2ccccc2c1=O)C(=O)O	0	-7	/	0	-3	-1	/
CC(NC(=O)CN1CCN(Cc2ccc(Cl)cc2)C1=O)c1ccc2c(c1)OCCO2 (stereo not given)	9	-5	-8	-1	-6	-1	-2
COc1ccc(NC(=O)N(C)C[C@H]2Oc3ccc(NS(=O)(=O)c4ccccc4)cc3C(=O)N([C@@H](C)CO)C[C@H]2C)cc1	/	-12	/	1	6	-2	-2
C=CCSC(=S)Nc1c(C)n(C)n(-c2ccccc2)c1=O	5	32	/	0	1	0	/
CCN(CC)C(=O)CNC(=O)Cc1ccc(Cl)cc1	-4	/	5	/	/	/	0
Cc1ccc(S(=O)(=O)NCC[C@@H]2CC[C@H](NC(=O)Nc3cccc(F)c3)[C@H](CO)O2)cc1	-6	-7	-2	6	-1	-1	0
O=C(NC1CC2CCCC(C1)N2C(=S)Nc1ccccc1Cl)C1CC1 (stereo not given)	-5	1	4	-9	-2	-1	1
Cc1ccc(S(=O)(=O)N(C)C[C@@H]2Oc3ccc(NC(=O)NC(C)C)cc3CC(=O)N([C@H](C)CO)C[C@@H]2C)cc1	/	3	-6	1	-3	-1	-3
O=C(CCCC(=O)N(CC(=O)NC1CCCCC1)c1cccc(F)c1)Nc1ccccn1	4	3	15	/	1	1	-11
CCn1ncc(C2=NOC(C(=O)Nc3cnn(C45CC6CC(CC(C6)C4)C5)c3)C2)c1C (stereo not given)	/	7	29	1	-3	3	3
CC(=O)Nc1ccc(S(=O)(=O)NNC(=S)NCc2ccco2)cc1	2	-11	/	-4	-3	1	/
C[C@@H]1CN([C@@H](C)CO)C(=O)c2cc(NC(=O)Cc3ccccc3)ccc2O[C@@H](C)CCCCO[C@H]1CN(C)CC1CCCCC1	/	-11	/	-4	0	4	-3
COc1ccc(S(=O)(=O)N(C)C[C@@H]2Oc3ccc(NC(=O)CCC(F)(F)F)cc3CC(=O)N([C@@H](C)CO)C[C@@H]2C)cc1	/	11	-14	0	-6	6	0
O=C(/C=C/c1cccs1)NC1CC1	/	10	/	3	-5	2	/
CCC(=O)N(C)C[C@H]1Oc2ncc(-c3ccccc3F)cc2C(=O)N([C@H](C)CO)C[C@@H]1C	-4	-4	-5	-6	-21	-1	1
NC(=O)c1cc2ccccc2o/c1=N/NC(=O)c1ccccc1	-3	-3	0	-3	7	/	40
CC(=O)c1ccc(N2CCN(CC(O)COCc3ccco3)CC2)cc1 (stereo not given)	/	-1	/	4	-1	-2	/
CCOc1cc(CNC(=O)CCCn2c(=O)c3cccn3c3cccnc32)cc(OCC)c1OCC	5	-4	-1	-2	4	0	-10
O=C(Nc1cccc(Cl)c1)OCCOc1ccccc1	3	-53	-9	1	0	3	61*
CCOC(=O)N1CCC(N2C(=O)c3ccccc3C2Nc2ccc3c(C)cc(=O)oc3c2)CC1 (stereo not given)	-1	-14	-2	-97	-3	2	2
Cn1nnnc1SCC(=O)NC1CCCC1	8	0	3	-2	-13	-4	3
CN(C)CCNC(=O)C1CCN(S(=O)(=O)c2ccc3ccccc3c2)CC1	1	1	-12	-2	-5	1	-4

(list continues)
SMILES	FN deposit inh	LGR2 antag	Statin myotox sup	SIRT5 inh	S100A4 MyoIIA	CASP6 VEID inh	esBAF inh
CCCC#Cc1ccc([C@@H]2[C@@H](CO)N3C(=O)CN(C(=O)NCCC)C[C@@H]23)cc1	/	-17	/	2	-28	5	/
O=C(CSc1ncccn1)N1CCN(C(c2ccccc2)c2ccccc2)CC1	14	19	-3	-9	-9	3	5
CNC(=O)C[C@@H]1CC[C@@H]2[C@@H](COc3ccc(NC(=O)c4cscn4)cc3C(=O)N2C)O1	-4	-20	1	/	/	/	-5
COc1ccc2ccc(=O)oc2c1CC(O)C(C)(C)O (stereo not given)	/	5	9	/	-1	-1	-1
OC[C@H](O)[C@H](O)[C@@H](O)[C@@H](O)[C@@H]1SC(c2ccccc2)=NN1c1ccccc1	1	-17	/	-1	-5	-2	/
CC(C)(C)n1cnc(C(N)=O)c1N	4	20	/	2	-1	-4	/
O=C(Nc1ccc(-c2nc3ccccc3o2)c(O)c1)c1cc(-n2cnnc2)ccc1Cl	0	/	9	/	/	/	2
CCc1cc(=O)oc2cc(C)cc(OCC(=O)NCCc3c[nH]c4ccccc34)c12	/	-8	-25	-2	6	3	-4
O=C(c1ccncc1)N1CCN(S(=O)(=O)c2ccc(F)cc2)CC1	1	-1	/	-5	-1	-1	/
O=C1NC(=O)/C(=C\c2ccsc2)N1	-2	/	4	2	1	0	-7
CC(=O)c1sc(-c2ccccc2)cc1NS(=O)(=O)c1ccc(C)cc1	8	19	/	1	0	0	/
CC(C)(C)n1nc(C2CC2)c(Br)c1NC(=O)c1ccccc1Cl	9	3	/	/	-13	-6	/
COc1ccc(S(=O)(=O)N2CCCCCC2)cc1C(=O)N(C)Cc1ccccc1F	4	-17	/	-3	-5	5	/
COc1ccc(Br)cc1CNC(=O)C1CCCN(S(=O)(=O)N2CC(C)CC(C)C2)C1 (stereo not given)	11	-2	-8	-1	-4	3	-1
COC(=O)Cn1cc(C#N)c2ccccc21	/	-5	2	/	/	/	-2
COc1ccc(NC(=O)N(C)C[C@H]2Oc3c(NC(=O)NC(C)C)cccc3C(=O)N([C@@H](C)CO)C[C@H]2C)cc1	/	-28	13	-1	3	13	-6
Cc1ccc(S(=O)(=O)NCC[C@H]2CC[C@H](NC(=O)CCN3CCCCC3)[C@@H](CO)O2)cc1	6	2	-3	1	-13	-1	4
O=C(O)c1oc2ccccc2c1-n1cccc1	9	/	5	/	/	/	-15
C=CCOc1ccc(/C=C/C(=O)OCC(=O)N2CCN(C(C)=O)CC2)cc1	-8	-12	10	2	3	2	1
COc1cccc(-c2nnc(SCC(=O)Nc3cc(C)on3)n2C)c1	/	-8	22	-8	-1	0	-4
O=C(CCCSc1ccccc1)Nc1ccc(Cl)c(S(=O)(=O)N2CCOCC2)c1	4	12	-2	0	-7	-1	5
CCOC(=O)/C(=N/Nc1ccc(OC)cc1)N1CCCc2ccccc21	-2	-13	20	/	-3	-1	12
Cc1cccc(C2=NN(c3ccccc3)[C@@H](C(=O)N3CCOC3=O)[C@@H]2c2ccc(F)cc2)c1	4	-23	-10	-3	-5	-4	-4
COc1ccc(S(=O)(=O)N(C)C[C@H]2Oc3c(NC(=O)c4ccncc4)cccc3C(=O)N([C@H](C)CO)C[C@@H]2C)cc1	2	-5&-11	-59&-9	0&-3	-5&-10	1&2	1&1
O=C(NCc1ccccc1Cl)c1[nH]c(C(F)(F)F)nc1-c1ccccc1	-5	13	1	1	14	0	-3

Further records follow.
SMILES	FN deposit inh	LGR2 antag	Statin myotox sup	SIRT5 inh	S100A4 MyoIIA	CASP6 VEID inh	esBAF inh
C[C@H]1CN([C@@H](C)CO)C(=O)CCCn2cc(nn2)CO[C@@H]1CN(C)S(=O)(=O)c1ccc(-c2ccccc2)cc1	0	-5&6	-3&36&15	7&-9&-7	-6&-18&-8	4&-1&-1	-3&-6&0
O=S(=O)(c1ccccc1)N1C[C@H]2[C@@H](c3ccccc31)[C@H](CO)N2Cc1ccccc1	/	6	29	-1	7	3	-5
COc1ccccc1OCC(=O)OC/C(O)=C(\C#N)c1nc2ccccc2[nH]1	/	-22	-10	-1	-1	5	-2
c1ccc(CN=C2CCCc3ccccc3N2)cc1	-3	-21	-8	-3	-4	1	6
N#Cc1ccc(-c2ccc3c(c2)[C@@H]2[C@@H](CCN2C(=O)C2CCC2)[C@H](CO)N3)cc1	5	-3	/	-9	10	1	/
CCCCN(C(=O)CC1CCCCC1)c1c(N)n(CC(C)C)c(=O)[nH]c1=O	-3	2	-12	-3	-21	-5	0
O=C(NCc1cccc(C(F)(F)F)c1)c1ccc2sc([C@H]3C[C@H](O)[C@@H](CO)O3)nc2c1	8	/	-5	-3	1	-2	0
CN1C[C@@H]2[C@@H]3C(=O)N(C)C(=O)[C@@H]3[C@](C)(C1=O)N2C(=O)c1ccc(C(F)(F)F)cc1	-14	-1	28	-1	-1	-2	0
CN(C)CCCCOc1cccc(Br)c1	-4	-3	/	-13	1	-1	/
CS(=O)(=O)Nc1ccc2c(c1)[C@@H]1C[C@H](CC(=O)NCc3ccc(Cl)cc3)O[C@@H](CO)[C@@H]1O2	-18	7	1	-2	-18	1	6
CC1CCCC(C)N1C(=O)CSc1nnc(-c2c[nH]c3ccccc23)o1 (stereo not given)	/	-23	?	0	0	-3	?
C[C@@H]1CN([C@H](C)CO)S(=O)(=O)c2ccc(-c3ccccc3)cc2O[C@H]1CN(C)C(=O)CN(C)C	-11	-1	-10	4	10	3	-1
Fc1ccc(CSc2nnc(-c3ccco3)o2)cc1	-4	-43	/	-3	-4	0	/
O=C(CCN1CCCCC1)N[C@@H]1CC[C@@H](CCn2cc(-c3ccc(F)cc3)nn2)O[C@@H]1CO	/	3	-3	5	5	4	-2
C[C@H](CO)N1C[C@H](C)[C@@H](CN(C)C)Oc2ncc(C#CC3CC3)cc2C1=O	-10	-5	-10	-4	-4	-2	-4
COc1cccc(NC(=O)N2C[C@@H](O)COC[C@H]3O[C@H](CC(=O)NCc4ccccc4F)CC[C@@H]32)c1	11	-7	-13	/	/	/	-4
c1ccc(CCNc2ccnc3cc4ccccc4cc23)cc1	14	107*	/	-4	-1	4	/
CC(Sc1nn(-c2ccc(Cl)cc2)c(=S)s1)C(=O)NCC1CCCO1 (stereo not given)	3	-9	6	-7	-3	1	1
CCC(=O)N1CCN(c2ccc(Cl)cc2NC(=O)c2ccc(Br)o2)CC1	-4	/	-18	/	/	/	-3
COc1ccc(C2CC(=O)C(c3ccc(C(F)(F)F)cc3)=CN2Cc2ccccc2)cc1 (stereo not given)	-7	10	/	1	5	-1	/
Cc1cc(/C=C2/SC(=S)N(c3cccc(Cl)c3)C2=O)c(C)n1-c1cccnc1	-2	/	-2	/	/	/	-16
CC1=C/C(=C(\c2cc(C)c(O)c(Br)c2)c2ccccc2S(=O)(=O)O)C=C(Br)C1=O	7	39	-11	16*	-2	8	-31
C[C@H]1CN([C@@H](C)CO)C(=O)c2cc(NC(=O)Nc3ccc4c(c3)OCO4)ccc2O[C@H]1CN(C)Cc1ccc(Oc2ccccc2)cc1	-5	17	/	-2	-5	-3	5
Cn1c(=O)c2c(nc(NCc3ccco3)n2Cc2ccc(Cl)cc2Cl)n(C)c1=O	5	/	-29	/	/	/	-31
O=C(O)CCc1[nH]c2ccccc2c1Sc1ccccc1	-2	-5	16	-1	3	1	-6
O=[N+]([O-])c1cccc(P(=O)(O)c2cccc([N+](=O)[O-])c2)c1	2	11	-3	3	-2	-1	4
CCCCN(CC)C(=O)c1cc2c(=O)n3cccc(C)c3nc2s1	-9	-2	-10	-15	-1	3	9

Sorted by formula weight (largest number first): part of the list above.
SMILES	FN deposit inh	LGR2 antag	Statin myotox sup	SIRT5 inh	S100A4 MyoIIA	CASP6 VEID inh	esBAF inh
C[C@@H]1CN([C@H](C)CO)S(=O)(=O)c2ccc(-c3ccccc3)cc2O[C@H]1CN(C)C(=O)CN(C)C	-11	-1	-10	4	10	3	-1
N#Cc1ccc(-c2ccc3c(c2)[C@@H]2[C@@H](CCN2C(=O)C2CCC2)[C@H](CO)N3)cc1	5	-3	/	-9	10	1	/
Fc1ccc(CSc2nnc(-c3ccco3)o2)cc1	-4	-43	/	-3	-4	0	/
